# APP 5UTR inh: inhibitors of APP translation via 5'UTR reporter, primary screen, APP 5'UTR luciferase, SH-SY5Y cells. SH-SY5Y APP 5'UTR-luciferase reporter, luminescence. inhibition, % at 2 µM. 0.82% of 190,000 active;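 active means inhibition above a set limit, derived from the sample mean plus 3 SD, cut at about 45% in these data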; further: values of inactives mirror those of a sister screen read the other way
# NF-kB neuron act: activators of NF-kB expression in neurons, primary screen, cell-based, HTS | 1.6% of 190,000 active | fold change at 12.5 µM | human neuronal cells, NF-kB reporter expression; active compounds read high; in the data active means fold change above about 3.3
# RAM network inh: inhibitors of the yeast RAM network, primary screen, dse1pr::URA3 reporter, 5-FOA selection. S. cerevisiae dse1pr::URA3 reporter, 5-FOA growth OD615, 2 d; analog-sensitive cbk1-as2 kinase mutant strain. inhibition, % at 50 µM. 1.8% of 190,000 active;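 active means inhibition above a set limit, 3 SD over mean compound inhibition, cut at about 8.4% in these data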;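 further: 0% = DMSO-only wells with no growth and 100% = 10 µM 1-NA-PP1 full growth; inhibition rescues growth on 5-FOA so higher OD means more RAM inhibition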
# FLuc inhib CS: firefly luciferase enzyme inhibitors, primary screen, artefact control for luciferase-based inhibitor screens, biochemical, luminescence, ATPLite; 10 min; inhibition, % at 10 µM; 1.5% of 200,000 active;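 active means inhibition above about 50% when tested at 10 µM, limit read from the data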
# Target sequence (P08659 whole entry, looked up): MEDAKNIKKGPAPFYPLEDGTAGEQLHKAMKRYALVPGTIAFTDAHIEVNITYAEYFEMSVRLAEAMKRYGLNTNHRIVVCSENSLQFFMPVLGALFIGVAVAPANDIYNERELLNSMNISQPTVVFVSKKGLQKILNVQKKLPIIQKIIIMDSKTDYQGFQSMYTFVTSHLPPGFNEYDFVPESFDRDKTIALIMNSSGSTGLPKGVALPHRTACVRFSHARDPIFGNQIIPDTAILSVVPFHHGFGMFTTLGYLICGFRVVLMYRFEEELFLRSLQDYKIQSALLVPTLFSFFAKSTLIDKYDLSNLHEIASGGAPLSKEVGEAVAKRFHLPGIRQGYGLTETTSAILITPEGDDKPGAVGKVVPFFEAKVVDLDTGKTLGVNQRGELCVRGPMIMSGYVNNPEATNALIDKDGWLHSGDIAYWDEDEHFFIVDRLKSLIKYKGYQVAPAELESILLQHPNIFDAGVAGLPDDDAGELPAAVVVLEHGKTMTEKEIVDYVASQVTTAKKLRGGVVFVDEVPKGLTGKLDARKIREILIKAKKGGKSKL
# STAT3 act: IL-6 driven STAT3 reporter potentiators, primary screen, U3A cells, luciferase, luminescence, MLSCN library | AID 871, 2007 | activation (% of control), % at 5.6 µM | IL-6 STAT3-luciferase reporter; 100% = signal with IL-6 EC80 alone | 0.91% of 190,000 active;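 active means activation above the screen-wide mean of compound activation plus 3 SD, cut at about 130% in these data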;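 further: 0% = background luminescence of wells with medium and substrate only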
#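 Test system: STAT3-luciferase reporter U3A cells; Detection: reporter luminescence signal; Times: 1 h compound pre-exposure, 6 h IL-6 stimulation, 37 °C; Benchmarks: IL-6-only high control; Also added: IL-6 stimulus at 33 ng/mL final.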
# STAT1 act: STAT1 signaling activators, primary screen, cell-based, HTS, luciferase reporter; NIH 3T3 STAT1-luciferase reporter, IFN-gamma, luminescence; 100% = IFN-gamma alone, no compound; 2.6% of 200,000 active; activation (% of control), % at 5.5 µM; AID 932, 2007;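 active means activation above the screen-wide mean activation plus 3 SD, cut at about 130% in these data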;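 further: raw ratio to IFN-gamma control signal so 100% means no change and 0% no light; values of inactives mirror those of a sister screen read the other way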
# Hsp70 activator: Hsp70 transcriptional activators, primary screen, cell-based, HeLa, Hsp70 promoter luciferase, luminescence, 10 µM | HeLa Hsp70 promoter luciferase reporter; scaled: vehicle 0, proteasome-inhibitor control 100% | activation, % at 10 µM | 0.04% of 200,000 active;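 active means activation above the mean across all tested compounds plus 3 SD, cutoff set per campaign, cut at about 5.5% in these data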;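 further: 100% = MG132 at 30 µM as the positive control and 0% = DMSO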
# APP 5'UTR act: activators of APP 5'UTR luciferase reporter, primary screen, SH-SY5Y cells; activation, % at 2 µM; AID 1276, 2008; SH-SY5Y APP 5'UTR luciferase reporter, luminescence; zero percent = DMSO vehicle wells; 1% of 190,000 active;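 active means activation above a set limit, based on mean plus 3 SD of controls, cut at about 140% in these data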; further: values of inactives mirror those of a sister screen read the other way
# STAT1 inh: STAT1 signaling inhibitors, primary screen, cell-based, HTS, luciferase reporter | NIH 3T3 STAT1-luciferase reporter, IFN-gamma, luminescence | inhibition, % at 5.5 µM | 0.35% of 200,000 active | AID 920, 2007;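 active means inhibition above a set limit, the mean inhibition across all tested compounds plus 3 SD, cut at about 34% in these data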;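 further: 0% = IFN-gamma with DMSO and 100% = IFN-gamma with 300 µM nifuroxazide; values of inactives mirror those of a sister screen read the other way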
# STAT3 blocker: IL-6 driven STAT3 reporter inhibitors, primary screen, U3A cells, luciferase, luminescence, MLSCN library; IL-6 STAT3-luciferase reporter; host cell line lacks STAT1; inhibition, % at 5.5 µM; 0.89% of 190,000 active; AID 862, 2007;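 active means inhibition above the mean inhibition across all screened compounds plus 3 SD, cut at about 44% in these data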;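 further: 0% = DMSO only wells and 100% = 100 µM nifuroxazide control wells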
# The depositor's hits bear a star; / = no result given. Rows are unselected; any-hit rate near 7.7%.
structure	APP 5UTR inh	NF-kB neuron act	RAM network inh	FLuc inhib CS	STAT3 act	STAT1 act	Hsp70 activator	APP 5'UTR act	STAT1 inh	STAT3 blocker
COc1cc(C)nc(Nc2nc(C)c(C(C)=O)s2)n1	-0.7	1.4	-0.8	0.1	90.5	113.9	0.0	0.7	-15.3	11.8
O=C(Cc1ccc(Cl)cc1)Nc1ccc(NC(=O)c2cccs2)cc1	7.4	1.14	4.8	-3.4	93.9	113.6	0.0	-7.4	-16.2	9.5
O=C(c1ccco1)N(Cc1cc2ccccc2[nH]c1=O)CC1CCCO1 (configuration not stated)	9.7	0.86	1.5	-8.5	99.2	86.0	0.5	-9.7	15.3	1.2
O=C(NNC1CC(=O)N(c2ccc(Br)cc2)C1=O)c1cccnc1 (configuration not stated)	1.3	0.96	5.0	-3.8	102.7	97.4	-0.3	-1.3	3.4	-2.7
CCN(C(=O)CSc1nncs1)c1c(N)n(Cc2ccccc2)c(=O)[nH]c1=O	-4.1	1.01	0.1	-2.5	102.2	99.0	0.0	4.1	1.1	2.9
Fc1cccc(Cl)c1CNn1cn[nH]c1=S	3.9	1.2	0.0	-3.5	103.1	103.7	-0.1	-3.9	-5.8	0.9
CCCNCC1C(Oc2ccc(Cl)cc2)C(=O)N1c1ccccc1C (configuration not stated)	3.7	0.91	1.9	-7.0	103.4	105.1	-0.5	-3.7	-5.8	-6.5
COc1cc(OC)nc(Oc2ccccc2C(=O)Oc2ccc(C)cc2)n1	4.4	1.13	9.5*	-10.9	99.7	98.4	0.0	-4.4	1.8	1.9
Cc1ccc2cc(CCNC(=O)c3ccc4c(c3)OCO4)c(=O)[nH]c2c1	10.3	1.01	5.7	-9.2	82.0	96.3	-0.2	-10.2	4.1	29.4
CCOC(=O)c1c(C)noc1CP(=O)(c1ccccc1)c1ccccc1	-3.8	1.04	-0.5	-2.7	98.5	106.3	-0.1	3.8	-6.8	5.9
CCOC(=O)C(=O)CC(=O)c1ccc2c(c1)OCCO2	-2.6	1.31	-1.8	24.4	103.0	112.9	-0.2	2.6	-15.7	1.2
COc1cccc(C(=O)N2CCN(Cc3ccccc3C(F)(F)F)CC2)c1	6.2	0.97	-0.2	-4.4	99.4	101.7	-0.4	-6.2	-1.9	6.5
COc1cc2sc(C)nc2c2sccc12	-10.8	0.9	0.3	-3.5	104.7	96.3	-0.3	10.8	4.5	1.0
Cc1nn(-c2ccccc2)c2sc(C(=O)OCn3nnc4ccccc4c3=O)cc12	10.2	1.27	2.1	-3.3	104.3	99.3	-0.1	-10.2	0.8	3.9
O=C(NCC1CCCN(C(=O)c2cccnc2)C1)c1ccc(-c2ccccc2)cc1 (configuration not stated)	15.3	0.96	-0.4	0.9	96.1	103.4	-0.3	-15.3	-5.4	8.9
Cc1nn(C)c(C)c1NC(=O)c1ccc(Br)o1	-16.6	1.15	0.9	-4.3	98.1	98.5	0.0	16.6	0.4	5.8
CCCS(=O)(=O)N1CCC(C(=O)NCC2CCCO2)CC1 (configuration not stated)	-6.2	1.2	3.0	-4.1	104.7	94.9	0.0	6.2	5.6	-2.3
CC(SCc1ccccc1)C(=O)N/N=C/c1ccc(OCC(=O)NCc2ccco2)cc1 (configuration not stated)	-13.8	0.47	-0.4	-7.1	94.5	95.7	-0.4	13.8	4.8	2.5
Cc1nnc(N(C)C(=O)c2ccccn2)s1	-5.6	1	0.8	-8.0	94.7	99.7	-0.1	5.6	0.4	10.5
Cn1c(=O)c2c(nc(N3CCCCCC3)n2Cc2cccc3ccccc23)n(C)c1=O	-8.8	0.78	4.2	-8.9	109.0	99.4	0.3	8.8	-1.1	-6.2
Cc1cc(NC(=S)N(CCN2CCCCC2)Cc2ccco2)ccc1Cl	-16.9	1.08	-0.6	-5.0	100.1	99.3	-0.1	16.9	-0.7	6.6
C=C(C)C(=O)OC1(C(F)(F)F)Oc2cc(C)ccc2NC1=O (configuration not stated)	7.1	1.26	-2.3	-1.5	94.0	80.8	-0.1	-7.1	21.0	11.0
CC(C)CNC(=O)CN(C)S(=O)(=O)c1ccc(F)cc1	7.2	1.28	0.3	-7.2	87.1	97.4	-0.1	-7.2	3.0	18.9
Cc1cc(C)n(-c2ccc(C(=O)NCc3ccc4c(c3)OCO4)cc2)n1	10.8	0.9	1.0	-8.1	98.0	107.4	-0.1	-10.8	-9.9	6.8
C=CCn1c(=O)/c(=C/c2ccc(C)o2)s/c1=C(/C#N)C(=O)c1ccccc1	4.3	1.11	4.6	-10.5	97.8	102.5	-0.1	-4.3	-2.7	7.8
O=S(=O)(Nc1cccc(-c2cn3c(n2)SCC3)c1)c1cccs1	3.3	0.88	0.9	-4.6	101.6	90.8	-0.1	-3.3	8.1	3.9
O=C(O)c1ccc(N2CCCC2=O)cc1	-3.6	1.04	0.1	-5.5	105.4	93.7	0.2	3.6	6.9	-0.6
COc1ccc(CNC(=O)c2cnc3n(c2=O)CCS3)cc1	0.5	1.13	0.8	-9.2	93.4	100.0	-0.1	-0.5	0.0	13.2
O=C(CSCc1ccc(Cl)cc1)NCc1ccc2c(c1)OCO2	-5.1	1.16	0.4	-8.2	99.3	105.3	0.1	5.1	-5.8	1.0
CN1CCN(C(=O)C2(NC(=O)Nc3cccc(F)c3)CCCCC2)CC1	-10.1	1.07	0.6	-6.2	102.9	102.3	-0.5	10.1	-2.5	-0.7

# Some of these compounds in order of SMILES length, smallest number first.
structure	APP 5UTR inh	NF-kB neuron act	RAM network inh	FLuc inhib CS	STAT3 act	STAT1 act	Hsp70 activator	APP 5'UTR act	STAT1 inh	STAT3 blocker
COc1cc2sc(C)nc2c2sccc12	-10.8	0.9	0.3	-3.5	104.7	96.3	-0.3	10.8	4.5	1.0
O=C(O)c1ccc(N2CCCC2=O)cc1	-3.6	1.04	0.1	-5.5	105.4	93.7	0.2	3.6	6.9	-0.6
COc1cc(C)nc(Nc2nc(C)c(C(C)=O)s2)n1	-0.7	1.4	-0.8	0.1	90.5	113.9	0.0	0.7	-15.3	11.8

# More entries follow.
structure	APP 5UTR inh	NF-kB neuron act	RAM network inh	FLuc inhib CS	STAT3 act	STAT1 act	Hsp70 activator	APP 5'UTR act	STAT1 inh	STAT3 blocker
Clc1ccc(-n2nnnc2SCc2c(-c3ccccc3)nc3sccn23)cc1	-6.1	0.98	0.7	-11.7	88.5	101.0	-0.2	6.1	-1.1	22.7
COc1cc(CC(=O)OC2CCOC2=O)cc(OC)c1OC (configuration not stated)	7.0	1.12	0.5	-5.6	101.2	106.2	-0.3	-7.0	-6.9	6.3
CC(=O)NCCn1c(SCC(=O)c2ccccc2)nc2ccccc2c1=O	3.5	1.86	-0.7	-6.0	104.1	98.0	0.2	-3.5	2.2	-4.1
CCOC(=O)c1c(-c2ccccc2)csc1NC(=O)CSc1nnnn1C	-1.1	0.67	7.6	-0.2	101.2	106.3	-0.1	1.1	-6.9	2.7
Cc1ccc([N+](=O)[O-])c(OCC(=O)OCC(=O)c2ccccc2)c1	14.6	1.17	-1.3	-2.6	95.1	93.5	0.1	-14.6	7.1	1.7
Cn1cnnc1Sc1ccc(C(=O)OCC(=O)NC2CC2)cc1[N+](=O)[O-]	-22.3	1.16	2.2	-1.8	106.9	97.8	-0.2	22.3	2.2	-1.9
CC(=O)OCCNc1cc(SC(C)C)c2nonc2c1[N+](=O)[O-]	-7.0	0.96	1.2	-10.1	91.1	100.4	-0.4	7.0	1.2	15.2
CCN1CCN(C(=S)c2ccc(Br)cc2)CC1	-6.9	1.13	-0.4	-4.4	95.9	98.8	0.0	6.9	1.3	11.0
COc1cc(OC)c(NC(=O)c2c(-c3ccccc3)noc2C)cc1Cl	25.2	1.2	2.8	-21.7	96.1	97.9	-0.3	-25.2	2.3	5.7
COc1ccc(C2C=C(c3ccc(Br)s3)Nc3ncnn32)cc1OC (configuration not stated)	-18.1	0.99	8.4*	-7.8	105.3	98.4	-0.2	18.1	0.5	0.3
O=C(NC1CCCC1)c1ccc(CN2CCOCC2)cc1	-15.3	1.16	1.7	-2.9	94.9	97.4	-0.3	15.3	2.8	11.4
COc1ccc(CN2CCC(CO)(Cc3ccccc3)CC2)cc1Cn1cccn1	-9.7	1.08	3.1	-3.9	104.8	94.2	-0.1	9.7	4.7	-0.3
CC(C)(C)NC(=O)COC(=O)c1ccccc1NC(=O)c1ccco1	-3.3	1.16	0.7	-3.4	106.4	100.0	0.0	3.3	-1.4	0.7
CC1CN(C(=O)N[C@@H](Cc2ccccc2)C(=O)O)CC(C)O1 (some centres not stated)	-2.8	1.06	1.1	-7.1	106.8	99.4	-0.3	2.8	0.7	-5.0
C=CCN1C(=NC(=O)CCC)SC2CS(=O)(=O)CC21 (configuration not stated)	1.2	0.96	-0.8	-5.3	99.3	99.1	-0.1	-1.2	1.0	5.2
CCCC(N)CCCCCC(=O)O (configuration not stated)	-8.3	1.31	0.7	-2.6	84.5	91.5	0.0	8.3	9.2	22.6
CC(OC(=O)c1cc(-c2cccnc2)nc2ccccc12)C(=O)Nc1ccc2ccccc2c1 (configuration not stated)	-16.1	0.43	5.2	-6.4	95.7	100.8	-0.3	16.1	-0.8	5.0
CN1CCN(NC(=O)c2ccc(COc3ccccc3Br)o2)CC1	-3.1	1.07	2.1	1.3	109.0	99.5	0.1	3.1	-2.8	-5.8
O=C(O)CCCn1nc(-c2ccccc2)c2ccccc21	-8.2	1.1	-1.7	-5.6	102.3	95.5	-0.2	8.2	5.7	-2.6
Cc1ncn(C23CC4CC(CC(O)(C4)C2)C3)n1	0.1	1	0.7	-1.2	100.5	98.2	-0.2	-0.1	2.0	3.7
c1ccc2c(c1)[nH]c1c(N3CCC4(CC3)OCCO4)ncnc12	13.8	0.53	0.3	-2.8	128.4	74.7	-0.4	-13.8	32.6	-34.4
O=C(CSc1ccsc1[N+](=O)[O-])N1CCN(c2ccccn2)CC1	11.0	1.1	0.5	-6.3	97.5	94.8	-0.3	-11.0	6.1	5.2
O=C(CCNC(=O)Cn1ccc2ccccc2c1=O)NCCN1CCN(c2ccccc2F)CC1	-5.5	/	/	/	97.2	99.0	-0.1	5.5	1.1	9.0
COc1ccccc1-n1c(C)cc(SC)c(C(C)=O)c1=S	2.3	1.04	0.9	-9.4	105.6	104.4	-0.5	-2.3	-4.8	-0.4
CC(C)Cc1cc(-c2ccco2)c(C#N)c(N)n1	-11.7	1.26	2.2	-0.3	105.5	110.8	0.5	11.7	-11.9	1.2
Cc1noc(/C=C/N(C)C)c1S(=O)(=O)N1CCCC(C(=O)NCc2ccco2)C1 (configuration not stated)	10.2	1.02	-0.5	0.9	99.9	93.1	-0.3	-10.2	7.6	5.0
